# Source: PubChem BioAssay (several laboratories)
# AI-2 QS mod: Vibrio harveyi AI-2 quorum sensing modulators, primary screen, JMH597 strain, luminescence/OD600 ratio | Vibrio harveyi JMH597 AI-2 luminescence/OD600 ratio, 9 h; hits give low values; strain lacks LuxN and CqsS sensors; 0 = neutral-control median | activity change, % at 7.5 µM | 300,000 compounds, 0.4% hits | AID 2094, 2009; in the data active = activity change below about -75%, passing the limit was not always enough;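 note: luminescence divided by OD600 gain over 9 h not by final OD600 alone; inactives centre near 13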
# MrgX1 ag: agonists of human MrgX1 receptor, primary screen, HEK293 cells, Fluo-4 calcium flux. AID 588627, 2011. 310,000 compounds, 0.44% hits. Fluo-4 calcium fluorescence, agonist mode; hits give high values. Mas-related G-protein coupled receptor member X1 (Homo sapiens), Q96LB2. B-score at 10 µM;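 active = calcium response B-score plate-corrected fluorescence ratio at least 3 library SD, with starting fluorescence B-score inside 5 SD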
#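 Test system: HEK293 cells stably expressing human MrgX1 receptor; Input: fifteen thousand cells per well; Dosing: compound delivered in addition one of three; Schedule: overnight seeding, then 1 h dark dye loading; Technique: Fluo-4 NW calcium fluorescence; Measure: B-scored fluorescence response ratio; Controls: positive and negative controls per plate.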
# MrgX1 allo act: positive allosteric modulators of MrgX1, primary screen, HEK293 cells, Fluo-4 calcium flux; FDSS; hits give high values; B-score at 10 µM; 310,000 compounds, 0.63% hits; AID 588675, 2011;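 active = plate-corrected calcium response at least 3 library SD above typical, normal starting fluorescence, not activating the receptor alone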;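 note: compound read alongside a low EC10 to EC30 dose of BAM8-22 agonist; peak minus trough fluorescence over baseline measured at the second addition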
# TRPC4 inh: inhibitors of mouse TRPC4 channel, primary screen, Fluo4 calcium, HEK293 TRPC4beta/mu-opioid cells; Short transient receptor potential channel 4 (Mus musculus), Q9QUQ5; DAMGO-evoked Fluo4 calcium flux; hits give low values; B-score at 10 µM; 300,000 compounds, 0.39% hits; AID 2247, 2010;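 active = B-score over 3 SD under the library average, no early fluorescence shift, positive overall ratio signal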
#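 Assay system: HEK293 cells with stable TRPC4beta plus mu-opioid receptor expression; Probe or stimulus: DAMGO in two steps, submaximal then maximal; Dosing: single-point compound dosing; Measured by: Fluo4 calcium-dye fluorescence, kinetic read; Read-out basis: B score from integrated Fluo4 fluorescence ratio.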
# TRPC4 agonist: activators of mouse TRPC4 channel, primary screen, Fluo4 calcium, HEK293 TRPC4beta/mu-opioid cells; Short transient receptor potential channel 4 (Mus musculus), Q9QUQ5; Fluo4 calcium fluorescence; hits give high values; B-score at 10 µM; 310,000 compounds, 0.49% hits; AID 2237, 2010;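 active = B-score above 5 SD of library B-scores, and initial fluorescence ratio not above library mean plus 5 SD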;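 note: positive B-score marks a calcium rise read as TRPC4 activation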
#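 Material: HEK293 stable line with TRPC4beta plus mu-opioid receptor; technique: Fluo4 calcium-sensitive dye fluorescence, kinetic, 1 Hz baseline; timing: Fluo4 dye loading 45 min at room temperature, 110 s recording; controls: assay buffer as low control, maximal DAMGO as high control; read-out: integrated baseline-normalised fluorescence ratio, converted to per-well B score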
# PolyA inh: polyadenylation inhibitors in yeast reporter cells, primary screen, luminescence, S. cerevisiae; S. cerevisiae SKY197-pL101 polyadenylation reporter, beta-gal luminescence; efflux-impaired pdr1/pdr3 knockout yeast; score 100 = 6 SD above DMSO; calls only at 12 µM; 300,000 compounds, 0.02% hits; AID 1875, 2009;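 active = lowest replicate activity score at least 50, where 100 means six control SD above control mean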;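 note: yeast exposed to compound for 9 h at 30 °C; higher score means more reporter readthrough which indicates perturbed polyadenylation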
# HIF act: HIF pathway transcriptional activators, primary screen, cell-based, U2OS HRE-luciferase, luminescence. U2OS HRE-luciferase reporter; normalized: DMSO 0%, desferrioxamine 100%. activation, % at 7.5 µM (by protocol). 300,000 compounds, 0.32% hits. AID 1910, 2009;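 active = mean activation of at least 10% of the iron chelator positive control signal, with at least half of replicates also reaching 10%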
# TRPC4 potent: positive allosteric modulators of TRPC4, primary screen, cell-based, mouse TRPC4beta, HEK293 mu-opioid, Fluo-4 calcium | 310,000 compounds, 0.42% hits | DAMGO EC20, Fluo-4 Ca2+ flux; hits give high values | B-score at 10 µM | AID 2227, 2009;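 active = B-score of calcium response area above 5 SD of library B-scores, with initial fluorescence ratio within 5 SD of library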;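 note: B-score of integrated fluorescence ratio over time as area under calcium response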
# MrgX1 antag: antagonists of human MrgX1 receptor, primary screen, HEK293 cells, Fluo-4 calcium flux | AID 588676, 2011 | BAM8-22 antagonism; hits give low values | 310,000 compounds, 1.3% hits | B-score at 10 µM;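 active = calcium-response B-score plate-corrected more than 3 library SD below zero, starting fluorescence within 5 deviations, no agonist response on first addition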;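 note: peak minus trough fluorescence over baseline after final BAM8-22 challenge near maximal dose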
# TRPC6 inhibitor: mouse TRPC6 channel inhibitors, primary screen, cell-based, HEK293, membrane potential dye; ACh-evoked depolarization; hits give low values; AID 2553, 2010; B-score at 10 µM; 310,000 compounds, 1.1% hits;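 active = B-score under library mean minus 3 SD, initial fluorescence not abnormally high, positive integrated signal ratio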;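 note: B-score derived from integrated fluorescence ratio over the kinetic read; more negative B-score means stronger inhibition of depolarization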
# Target sequence (Q61143 whole entry, looked up): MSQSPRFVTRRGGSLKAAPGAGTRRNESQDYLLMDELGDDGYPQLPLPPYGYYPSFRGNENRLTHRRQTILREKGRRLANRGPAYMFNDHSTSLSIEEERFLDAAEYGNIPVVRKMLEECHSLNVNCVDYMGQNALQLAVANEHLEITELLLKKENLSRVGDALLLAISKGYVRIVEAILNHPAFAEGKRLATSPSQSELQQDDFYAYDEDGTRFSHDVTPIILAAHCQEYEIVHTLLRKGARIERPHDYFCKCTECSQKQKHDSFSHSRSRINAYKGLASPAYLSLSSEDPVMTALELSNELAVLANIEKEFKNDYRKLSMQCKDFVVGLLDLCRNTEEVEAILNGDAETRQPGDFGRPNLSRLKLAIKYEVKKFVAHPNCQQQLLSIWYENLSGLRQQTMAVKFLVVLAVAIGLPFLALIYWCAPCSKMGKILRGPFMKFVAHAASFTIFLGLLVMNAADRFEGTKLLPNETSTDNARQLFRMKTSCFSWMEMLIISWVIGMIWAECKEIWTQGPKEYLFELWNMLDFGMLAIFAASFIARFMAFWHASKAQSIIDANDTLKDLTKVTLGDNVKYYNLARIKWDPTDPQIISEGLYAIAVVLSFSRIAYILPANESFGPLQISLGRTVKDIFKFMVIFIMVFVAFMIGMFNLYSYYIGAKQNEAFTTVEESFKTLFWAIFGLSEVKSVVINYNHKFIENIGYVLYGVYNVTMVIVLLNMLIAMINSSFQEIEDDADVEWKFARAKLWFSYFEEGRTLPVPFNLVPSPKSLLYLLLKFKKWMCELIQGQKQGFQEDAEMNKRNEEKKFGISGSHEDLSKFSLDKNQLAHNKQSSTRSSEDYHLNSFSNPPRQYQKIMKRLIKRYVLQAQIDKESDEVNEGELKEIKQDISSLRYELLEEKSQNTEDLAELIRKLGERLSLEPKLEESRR
# TRPC6 act: mouse TRPC6 channel activators, primary screen, cell-based, HEK293, membrane potential dye; 310,000 compounds, 0.13% hits; B-score at 10 µM; AID 2550, 2010; HEK293-TRPC6 membrane potential dye fluorescence; hits give high values; Short transient receptor potential channel 6 (Mus musculus), Q61143;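 active = B-score of the integrated fluorescence ratio above library mean plus 3 SD, and starting fluorescence ratio within library mean plus 5 SD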;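 note: higher score means more depolarization so channel activation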
# * marks the source's active call; other numbers are inactive results; i = inactive; nt = not tested or not shown.
# Every second line gives: PolyA inh	TRPC6 act	TRPC4 potent	TRPC6 inhibitor	TRPC4 agonist	TRPC4 inh	HIF act	MrgX1 allo act	AI-2 QS mod	MrgX1 antag	MrgX1 ag
> CNC(=S)NNC(=O)c1sccc1OCc1ccc(C)cc1
 : i	i	i	i	i	i	0.0	i	8.2	i	i
> Clc1ccc(-c2c[n+]3c(n2-c2ccccc2)SCC3)cc1
 : i	i	i	i	i	i	-0.3	i	-3.5	i	i
> CC(C)CNC(=O)CSc1nc(-c2cccs2)cc(C(F)(F)F)n1
 : i	i	i	i	i	i	-0.2	i	8.6	i	i
> CCC(C)NS(=O)(=O)c1ccc(OCC(=O)NCc2ccccn2)cc1 (stereo unspecified)
 : i	i	i	i	i	i	-0.1	i	-18.7	i	i
> CCOC(=O)c1c(N)nn(C(=O)c2ccccc2F)c1-c1ccc(OC)cc1
 : i	i	i	i	i	i	-0.6	i	38.3	i	i
> Cc1nc2sccn2c(=O)c1S(=O)(=O)NCCc1ccccc1
 : i	i	i	i	i	i	0.0	i	38.9	i	i
> Cc1ccc(CS(=O)(=O)Cc2ccc(C(=O)NCc3cccnc3)o2)cc1
 : i	i	i	i	i	i	-0.5	i	10.1	i	i
> COc1ccc(OC)c(NC(=O)CC2C(=O)NCCN2C(=O)Nc2cccc(Cl)c2)c1 (stereo unspecified)
 : i	i	i	-5.93*	i	i	0.1	i	10.0	i	i
> Nn1c(SCC(=O)Nc2ccc3c(c2)OCO3)nnc1-c1cccc(Cl)c1
 : nt	i	i	i	i	i	0.4	i	23.4	i	i
> Cc1ccc(Cn2c(C3CCCN3c3nc(C)cs3)nc3cc(C(F)(F)F)ccc32)cc1 (stereo unspecified)
 : i	i	i	i	i	i	1.5	i	29.1	i	i
> N#Cc1ccc(CSC2=NCCN2)cc1
 : i	i	i	i	i	i	-0.3	i	10.7	i	i
> O=c1c2ccccc2nc2ccc(N3CCOCC3)nn12
 : i	i	i	i	i	i	4.0	i	5.6	i	i
> O=C(CCNC(=O)c1ccc(Br)cc1)NCc1ccncc1
 : i	i	i	i	i	i	0.2	i	25.8	-6.12*	i
> Cc1ccc2c(c1)N(C(=O)CCC(=O)NC1CCN(Cc3ccccc3)CC1)CC(C)O2 (stereo unspecified)
 : i	i	i	i	i	i	0.0	i	7.1	i	i
> COc1cc2ccccc2cc1C(=O)N(CCN(C)C)c1nc2c(OC)ccc(OC)c2s1
 : i	i	i	i	i	i	-0.1	8.82*	9.3	i	i
> CCCCOc1ccc(C2/C(=C(\O)c3ccc4c(c3)OCCO4)C(=O)C(=O)N2CCCN2CCOCC2)cc1 (stereo unspecified)
 : i	i	i	i	i	i	0.0	i	16.2	i	i
> Cc1cc(C)cc(C(=O)NCCN2CCOCC2)c1
 : i	i	i	i	i	i	-1.8	i	12.9	i	i
> O=C(Cc1ccc(Cl)c(Cl)c1)Nc1ccccc1N1CCCC1
 : i	i	i	i	i	i	-0.2	i	6.1	i	i
> [O-][n+]1c2cc(C(F)(F)F)ccc2c2n1CCN=C2c1ccc(Cl)cc1
 : i	i	i	i	i	i	0.6	i	9.0	i	i
> CCN1CCN(Cc2cc(=O)oc3ccc(C)cc23)CC1
 : i	i	i	i	i	i	nt	i	17.3	i	i
> O=C(NCCCN1CCOCC1)C(C(=O)NCCCN1CCOCC1)c1ncc(C(F)(F)F)cc1Cl
 : i	i	i	i	i	i	-0.2	i	29.0	i	i
> Cc1cccc(C)c1-n1c(C)nn(CC#N)c1=O
 : i	i	i	i	i	i	-0.7	i	9.1	i	i
> Cc1nnc(NC(=O)CC(CN(C)S(=O)(=O)c2ccccc2)c2ccccc2)s1 (stereo unspecified)
 : i	i	i	i	i	i	0.0	i	3.3	i	i
> CCOC(=O)C1=C(C)NC(=O)NC1c1ccc(N(C)C)cc1 (stereo unspecified)
 : i	i	i	i	i	i	0.2	nt	11.8	nt	nt
> CN1CCN(C(=O)CSc2nc(-c3ccncc3)ccc2C#N)CC1
 : i	i	i	i	i	i	nt	i	13.0	i	34.5*
> CC1CCC(N2CCN(S(C)(=O)=O)CC2)CC1 (stereo unspecified)
 : i	i	i	i	i	i	0.4	i	27.6	i	i
> CCCCC(CC)CNC(=O)CN1C(=O)NC2(CCc3ccccc32)C1=O (stereo unspecified)
 : i	i	i	i	i	i	-1.5	i	nt	i	i
> COCCNC(=S)N(Cc1cccs1)Cc1cc2cccc(C)c2[nH]c1=O
 : i	i	i	i	i	i	-0.1	i	11.4	i	i
> CC(CC(=O)O)NCC1COc2ccccc2O1 (stereo unspecified)
 : i	i	i	i	i	i	-0.1	i	19.0	i	i
> CCCn1c(SCC(=O)c2cc(C)n(-c3ccc4c(c3)OCO4)c2C)n[nH]c1=O
 : i	i	i	i	i	i	0.2	i	15.4	i	i
> Cc1cccc(C(=O)C2CCOC(C)(C)C2)c1 (stereo unspecified)
 : i	i	i	i	i	i	-0.3	i	11.6	i	i
> COc1ccc(CNC(=O)C(Cc2ccccc2)n2cccc2)cc1 (stereo unspecified)
 : i	i	i	i	i	i	-0.5	i	13.3	i	i
> CCCCN(C1CCS(=O)(=O)C1)S(=O)(=O)c1cccs1 (stereo unspecified)
 : i	i	i	i	i	i	-21.2	i	13.6	i	i
> CCN(CC)CCOc1ccc2nc(N(C)C)sc2c1
 : i	i	i	i	i	i	2.6	i	14.1	i	i
> Cc1cc(C)n2nc(CNS(=O)(=O)c3ccc(C)c(C)c3)nc2n1
 : i	i	i	i	i	i	-0.3	i	29.4	i	i
> O=C(N/N=C/c1ccccc1OC(F)F)C1=COCCO1
 : i	i	i	i	i	i	0.4	i	14.0	i	i
> CC(C)N1CC(C(=O)Nc2ccc(Br)c(Cl)c2)CC1=O (stereo unspecified)
 : i	i	i	i	i	i	-1.0	i	37.6	i	i
> CC(C)CC(=O)NS(=O)(=O)c1ccc(NS(C)(=O)=O)cc1
 : i	i	i	i	i	i	1.7	i	10.6	i	i
> CCc1nc(N[C@H](C(=O)O)C(C)CC)c2oc3ccccc3c2n1 (stereo partly specified)
 : i	i	i	i	i	i	-0.3	i	23.8	i	i
> CCN(CC)C(=S)SCC(=O)NC12CC3CC(CC(C3)C1)C2
 : i	i	i	i	i	i	-0.3	i	-6.7	i	i
> COCCNC(=O)C1CC2Cn3c(nc4cc(C)c(C)cc43)C2N1C (stereo unspecified)
 : i	i	i	i	i	i	-0.4	i	0.2	i	i
> N#C/C(=C/c1ccc(Sc2nc3ccccc3[nH]2)o1)c1cccc(Br)c1
 : i	i	i	i	i	i	0.2	i	13.1	i	i
> CC(C)Sc1nc2[nH]ncc2c(=O)[nH]1
 : i	i	i	i	i	i	-0.1	i	25.1	i	i
> O=c1sc2ccccc2n1CCCOc1ccccc1
 : i	i	i	i	i	i	5.0	i	-2.6	i	i
> NC(=O)C1CCN(C(=O)COc2ccc(S(=O)(=O)NCc3ccccc3)cc2Cl)CC1
 : i	i	i	i	i	i	0.0	i	21.6	i	i
> CCCNS(=O)(=O)c1ccc(OCC(=O)N2CCc3ccccc3C2)c(C)c1
 : i	i	i	i	i	i	0.6	i	5.8	i	i
> CCCC1c2ccsc2CCN1C(=S)NC (stereo unspecified)
 : i	i	i	i	i	i	0.1	i	8.2	i	i
> CCOC(=O)c1c(C)n(-c2ccccc2)c2ccc(OCCN(C)C)cc12
 : i	i	i	i	i	i	-26.3	i	16.8	i	i
> O=C(Cc1ccc(Cl)cc1)Nc1ccc(C(=O)N2CCOCC2)cc1
 : i	i	i	i	i	i	1.0	i	-1.9	i	i
> O=C(CSc1ccc(F)cc1)NNC(=O)c1ccccc1Br
 : i	i	i	i	i	i	-0.6	i	31.2	i	i

# Further compounds.
# Every second line gives: PolyA inh	TRPC6 act	TRPC4 potent	TRPC6 inhibitor	TRPC4 agonist	TRPC4 inh	HIF act	MrgX1 allo act	AI-2 QS mod	MrgX1 antag	MrgX1 ag
> C/C(=N/NC(=O)c1ccccn1)c1ccco1
 : i	i	i	i	i	i	0.6	i	12.8	i	i
> O=C(Cn1cnc2ccccc2c1=O)NC1CCCc2ccccc21 (stereo unspecified)
 : i	i	i	i	i	i	0.4	i	7.2	i	i
> COc1ccc(S(=O)(=O)N2CCN(C(=O)c3cccs3)CC2)cc1
 : i	i	i	i	i	i	0.1	i	12.8	i	i
> CC(C)(C)NC(=S)NNC(=O)c1cccc(Br)c1
 : i	i	i	i	i	i	2.2	i	9.6	i	i
> NC(=O)c1ccc(NC(=O)c2cccc3c2OCCCO3)cc1
 : i	i	i	i	i	i	0.4	i	15.5	i	i
> Cc1cc(NC(=O)CCC(=O)N(c2ccccc2)C(C(=O)NC2CCCCC2)c2cccs2)no1 (stereo unspecified)
 : i	i	i	i	i	i	-0.2	i	39.1	i	i
> O=C(O)COc1ccc(-c2nc(-c3ccccc3)c(-c3ccccc3)[nH]2)cc1
 : i	i	i	i	i	i	-0.4	i	16.2	i	i
> CCN(Cc1ccccc1)C(=O)c1cccc(S(=O)(=O)N2CCN(c3ccccc3)CC2)c1
 : i	i	i	i	i	i	0.6	i	-2.6	i	i
> O=C(NCC(c1cccnc1)N1CCN(c2ccc(F)cc2)CC1)c1ccco1 (stereo unspecified)
 : i	i	i	i	i	i	-0.2	i	18.6	i	i

# The list is partial; rates above refer to the full screens.
